IMPase Li cell = IMPase inhibition in cells with lithium potentiation. AID 1457. 210,000 compounds, 0.35% hits. Potency, µM (doses to about 59.4 µM), inactives show at the top dose activity, negative = IMPase inhibition, usual class: inhibitors. CHO-M1 cells, IP1 TR-FRET (IP-One), carbachol + lithium;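 also: IP1 builds up when IMPase is blocked and the TR-FRET signal falls; potency is read from the fitted curve at half-maximal effect; plate controls were basal vehicle for no effect and high inhibitor control for full effect; nearly all actives have a fitted effect of over 50% in size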
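Steps: plate 2000 CHO-M1 cells per well and culture 16–30 h; add compound and lithium; incubate 30 min, 37C; add d2-IP1 tracer and Eu cryptate anti-IP1 antibody in lysis buffer; read after 10 min at room temperature.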
KinaseGlo FLuc = blocks Kinase-Glo luciferase, a counter-screen artifact. Q27757. Kinase-Glo luciferase, ATP luminescence, 8 min. Potency, µM (highest dose often 38.3 µM), for inactives: top-dose activity change, negative = inhibition, actives largely listed as inhibitors. 200,000 compounds, 0.28% hits; also: potency is read from the fitted curve at half-maximal effect; % is scaled to controls: 0 for no effect and ±100 for the full control effect; nearly all actives have a fitted effect of over 60% in size
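Inhibition of Kinase-Glo luciferase light generation was assessed at 10 uM ATP in pH 7.2 imidazole buffer, with luminescence measured after eight minutes at ambient temperature.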
SMN2 splice enh = SMN2 splice variant enhancement; HEK293 SMN2-luciferase splicing reporter, luminescence, 30-36 h; Potency, µM (top dose mostly 46.1 µM), for the others: top-dose activity change, positive = activation, hits mostly activators; 210,000 compounds, 2.8% hits; AID 1458; also: potency is read from the fitted curve at half-maximal effect; % of control where 0% means no effect; nearly all actives have a fitted effect of over 55% in size
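qHTS luciferase splicing reporter: luminescence rises when SMN2 exon 7 is included in transfected HEK293 cells. Compound exposure lasted 30-36 h at 37C, with 4.5 mM final sodium butyrate as control, followed by a ONE-Glo read.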
HTT ATP protect = Huntington cell model cytoprotection by ATP luminescence. PC12 HTT-Q103 induced, cytoprotection, ATP luminescence, 40 h. Potency, µM (doses to about 56.4 µM), without a hit: cytoprotection (ATP increase), actives largely listed as activators. 230,000 compounds, 0.14% hits;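 also: potency is read from the fitted curve at half-maximal effect; % of control where 0% means no effect; nearly all actives have a fitted effect of over 45% in size; toxic huntingtin expression switched on by the ecdysone agonist tebufenozide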
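Cells were plated at 1500 per well in phenol red-free DMEM with 5% equine and 5% calf serum. Tebufenozide (100 nM final) and compounds were added, then ATPlite reagent, and luminescence was read.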
HttQ103 aggreg = inhibitors of mutant huntingtin aggregate formation in PC12 cells | Potency, µM (doses to about 46.1 µM), for the others: at the top dose activity change, negative = inhibition, most hits filed as inhibitors | PC12 HttQ103-GFP aggregates, Acumen cytometry, 40 h | 220,000 compounds, 1.1% hits; also: potency is read from the fitted curve at half-maximal effect; % is scaled to controls: 0 for no effect and ±100 for the full control effect; nearly all actives have a fitted effect of over 60% in size
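Aggregates are detected as GFP objects 1–25 µm with signal 6 STDEV over background in lysates of induced PC12 cells. These carry Huntingtin exon 1 with 103 glutamines fused to GFP under an ecdysone promoter; compounds titrated.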
CBFb-RUNX1 inh = blocks binding between human CBF-beta and RUNX1; AID 1477; Potency, µM (series often up to 59.8 µM), inactives show at the highest dose activity, negative = inhibition, most hits filed as inhibitors; 230,000 tested, under 10 active; AlphaScreen CBFb-His/RUNX1-biotin binding, biochemical; Q01196+Q13951; also: % of control where 0% means no effect
Target sequence (Q01196 whole entry, looked up): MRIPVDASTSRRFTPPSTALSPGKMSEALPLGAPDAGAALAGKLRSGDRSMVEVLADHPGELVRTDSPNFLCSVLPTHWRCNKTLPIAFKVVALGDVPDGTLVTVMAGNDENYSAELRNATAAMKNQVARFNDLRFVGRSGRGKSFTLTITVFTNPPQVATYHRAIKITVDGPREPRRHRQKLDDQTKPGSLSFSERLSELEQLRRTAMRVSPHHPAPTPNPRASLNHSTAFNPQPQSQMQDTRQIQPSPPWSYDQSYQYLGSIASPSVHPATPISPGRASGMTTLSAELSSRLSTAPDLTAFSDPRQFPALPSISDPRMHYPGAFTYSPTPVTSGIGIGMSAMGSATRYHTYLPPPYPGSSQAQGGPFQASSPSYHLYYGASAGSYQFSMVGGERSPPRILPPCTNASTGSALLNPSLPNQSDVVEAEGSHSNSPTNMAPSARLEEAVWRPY
Target sequence (Q13951 whole entry, looked up): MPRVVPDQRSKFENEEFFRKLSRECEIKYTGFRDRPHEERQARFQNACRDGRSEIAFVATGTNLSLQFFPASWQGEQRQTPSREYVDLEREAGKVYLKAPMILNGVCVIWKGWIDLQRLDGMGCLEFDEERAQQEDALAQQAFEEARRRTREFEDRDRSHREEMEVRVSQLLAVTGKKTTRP
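AlphaScreen proximity signal reports loss of binding between His-tagged CBF-beta and biotin-labelled RUNX1, each at 30 nM. Proteins are pre-associated for 20 minutes, compounds added for 15 minutes, then beads for 90 minutes, all at ambient temperature.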
LMNA splice mod = modulators of lamin A splicing. Potency, µM (titrated, usually from 46.1 µM), without a hit: top-dose ratio change, negative = inhibition, hits mostly inhibitors. HeLa LMNA splicing GFP/RFP minigene ratio, 48 h. 200,000 compounds, 0.01% hits; active = well fitted inhibition curve with a large enough effect in the signal ratio, with a control signal flat, not every such curve was filed as active; inconclusive = small, poorly fitted or top-dose-only effect, or effect the other way, or a change in a side signal; the % refers to the signal ratio; also: potency is read from the fitted curve at half-maximal effect; % is scaled to controls: 0 for no effect and ±100 for the full control effect
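Read-out is the ratio of GFP to DsRed2 object intensity, acquired by 488 nm laser-scanning cytometry on HeLa lamin A-EGFP minigene reporter cells. Compound incubation 48 hrs at 37 °C in Opti-MEM with 2% FBS; DMSO 0.5% final.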
Starred values were filed as active, the others as inactive; ? = inconclusive; . = no result given; [ ] = remark or other dose. Unless noted, calls follow the shape of the dose curve; as a rule, active = well fitted curve in the direction sought with a large enough effect; inconclusive = small, poorly fitted or top-dose-only effect, or another doubt; inactive = no such curve, though single readings can be large; an effect the other way counts as inactive or inconclusive.

Start of the listing, in advance, 6 compounds:
SMILES	IMPase Li cell	KinaseGlo FLuc	SMN2 splice enh	HTT ATP protect	HttQ103 aggreg	CBFb-RUNX1 inh	LMNA splice mod
Cn1ccnc1SCc1ccc([N+](=O)[O-])cc1	11%[38.3 µM]	-1%	5%	-10%	12%	2%	-8%
C=CCc1cc(C)ccc1OCCOCCn1ccnc1	8%	0%	-47%[inhibitor]	15%[10 µM]	-19%	14%	?
COC(=O)c1cc(OC)c(OC)cc1NCC(=O)Nc1ccc(OC)c(OC)c1	-9%	4%	-59%[inhibitor]	.	-4%	-8%	?
CCOC(=O)C1(CC2CC2)CCN(Cc2cnc(N(C)C)s2)CC1	33%[activator]	-3%	.	6%[10 µM]	8%[9.22 µM]	1%	.
O=C(NC1CCN(Cc2ccccc2)CC1)C1CCN(S(=O)(=O)c2cccc3cccnc23)CC1	26%[38.3 µM]	1%	-39%[inhibitor]	-2%	?	2%	-16%
Cc1cc(N/N=C/c2ccccc2)nc(N)n1	.	.	.	40%[10 µM]	24%[9.22 µM]	3%	.

The whole of this part, from the first entry:
SMILES	IMPase Li cell	KinaseGlo FLuc	SMN2 splice enh	HTT ATP protect	HttQ103 aggreg	CBFb-RUNX1 inh	LMNA splice mod
Cn1ccnc1SCc1ccc([N+](=O)[O-])cc1	11%[38.3 µM]	-1%	5%	-10%	12%	2%	-8%
C=CCc1cc(C)ccc1OCCOCCn1ccnc1	8%	0%	-47%[inhibitor]	15%[10 µM]	-19%	14%	?
COC(=O)c1cc(OC)c(OC)cc1NCC(=O)Nc1ccc(OC)c(OC)c1	-9%	4%	-59%[inhibitor]	.	-4%	-8%	?
CCOC(=O)C1(CC2CC2)CCN(Cc2cnc(N(C)C)s2)CC1	33%[activator]	-3%	.	6%[10 µM]	8%[9.22 µM]	1%	.
O=C(NC1CCN(Cc2ccccc2)CC1)C1CCN(S(=O)(=O)c2cccc3cccnc23)CC1	26%[38.3 µM]	1%	-39%[inhibitor]	-2%	?	2%	-16%
Cc1cc(N/N=C/c2ccccc2)nc(N)n1	.	.	.	40%[10 µM]	24%[9.22 µM]	3%	.
CC(=O)Nc1ccc(NC(=O)COC(=O)[C@@H](NC(=O)c2ccc(F)cc2)C(C)C)cc1	9%	-3%	8%	-52%[inhibitor]	-8%	-1%	.
Cc1cc(=O)n2c3c(sc2n1)C(=O)N(Cc1ccccc1)C3=O	-3%[38.3 µM]	0%	-4%	-36%	7%	-1%	4%
CCCN1CCN(C(c2cc3cc4c(cc3[nH]c2=O)OCO4)c2nnnn2C(C)(C)C)CC1 (centres undefined)	9%[38.3 µM]	-1%	5%	8%	12%	2%	-9%
O=C1N[C@@H](Cc2c[nH]c3ccccc23)C(=O)N[C@H]1Cc1c[nH]c2ccccc12	5%	-2%	9%	-18%	.	-5%	.
Cc1ccc(N2CCN(CC(=O)Nc3c(C(=O)C4CC4)oc4ccccc34)CC2)cc1	7%[38.3 µM]	3%	-12%	5%	7%	1%	-5%
C/C(=N\NC(=O)c1cccnc1)c1cccc([N+](=O)[O-])c1	0%	10%	-13%	-11%	-4%	-1%	-6%[46 µM]
COCCNC(=S)Nc1ccccn1	-2%	1%	1%	-4%[10 µM]	10%[9.22 µM]	-3%	-8%[46 µM]
CCCNS(=O)(=O)c1ccc(C(=O)NCC2CCCO2)cc1 (centres undefined)	27%[38.3 µM]	-2%	-14%	5%[10 µM]	-13%	9%	9%
CC(C)NC(=O)C(=O)NNC(=O)C12CC3CC(CC(C3)C1)C2	2%	0%	14%	12%[10 µM]	-24%	0%	-6%
O=C(Nc1cc(C(F)(F)F)ccc1N1CCOCC1)c1cn2ccccc2n1	22%[38.3 µM]	-1%	10%	1%	7%	-2%	2%
C=C(C)c1cccc(C(C)(C)NC(=O)NCc2ccc(OC)c(OC)c2)c1	-2%[38.3 µM]	-1%	-14%	11%	8%	0%	-2%
Cc1cc(S(=O)(=O)N2CCN(c3ccccc3O)CC2)c(C)s1	5%[38.3 µM]	-2%	-1%	-25%	-9%	-9%	-17%
COc1ccc(N2CCN(C(=O)C3CC(=O)N(c4ccc(C)cc4)C3)CC2)cc1 (centres undefined)	-3%	2%	-1%	?	3%	2%	-11%[46 µM]
O=C(Nc1nccs1)c1csc2c1CCCC2	-10%	0%	26%	-15%[10 µM]	-18%	0%	?
Cc1onc(-c2ccccc2Cl)c1C(=O)Nc1ccc(-n2nncc2-c2ccco2)cc1	16%[38.3 µM]	-3%	0%	-28%	-30%	-10%	24%
CCCNC(=O)NS(=O)(=O)c1cnccc1Sc1ccc(Cl)c(Cl)c1	-5%[38.3 µM]	-1%	-3%	-5%	?	-3%	12%
CCNC(=O)CN(Cc1ccccc1)S(=O)(=O)c1ccccc1	24%[38.3 µM]	-2%	0%	-10%	-18%	-5%	-4%
CC(C)c1nnc(SCC(=O)N2CCOCC2)n1C	6%	1%	15%	7%[1.9 µM]	2%	5%	-4%
C=CCn1c(SCC(=O)c2cc(C)n(Cc3cccs3)c2C)nnc1-c1ccncc1	36%[activator][38.3 µM]	0%	-14%	-6%[10 µM]	0%	-6%	-9%

Continued:
SMILES	IMPase Li cell	KinaseGlo FLuc	SMN2 splice enh	HTT ATP protect	HttQ103 aggreg	CBFb-RUNX1 inh	LMNA splice mod
COc1ccc(NC(=O)Cn2c(=O)n(CC(=O)NCc3ccco3)c(=O)c3ccccc32)cc1	-3%[38.3 µM]	0%	-9%	24%	4%	1%	-1%
CCC(C)(C)n1nnnc1CN1CCN(c2nc3cc(OC)ccc3cc2C#N)CC1	6%[38.3 µM]	2%	-39%[inhibitor]	-25%[10 µM]	?	26%	?
COc1cc(NC(=O)C2CCCN(S(=O)(=O)c3ccc4c(c3)oc(=O)n4C)C2)cc(OC)c1 (centres undefined)	-2%[38.3 µM]	16%	29%	-22%	-8%	7%	-3%
Cc1cc(C)n(/N=C\c2c(O)ccc3ccccc23)c(=O)c1C(N)=O	17%[38.3 µM]	-2%	1%	18%	27%	-5%	?
COc1ccc2c(c1)C(=C(C#N)C#N)C(=O)N2CCc1ccccc1	.	.	.	15%[10 µM]	25%[9.22 µM]	0%	.
CCN(CC)S(=O)(=O)c1cccc(C(=O)OCC(=O)Nc2ccc3c(c2)c2ccccc2n3CC)c1	0%	-2%	-26%	17%[10 µM]	31%	-14%	?
CC(C)Oc1ccc2nnnn2n1	-1%[38.3 µM]	12%	-13%	0%	18%	5%	6%
CCn1ncc(/C=C/C(=O)Nc2c(C)nn(Cc3ccc(Cl)cc3Cl)c2C)c1C	13%[38.3 µM]	-2%	-19%	-27%	-26%	-6%	?
O[C@H](C[C@@H]1CCCCN1)c1ccc2c(c1)oc1ccccc12	-1%	-4%[7.66 µM]	-1%[9.22 µM]	5%[10 µM]	.	.	.
COC(=O)C1=C(C)NC(=S)NC1c1ccc(-c2cc(Cl)ccc2Cl)o1 (centres undefined)	.	.	.	3%[10 µM]	-12%[9.22 µM]	3%	.
O=S1(=O)CCC(SCc2nc3sccn3c2Br)C1 (centres undefined)	-11%[38.3 µM]	1%	3%	-32%	-12%	2%	-2%
CCN1C(=O)/C(=C/C=C2/Sc3ccccc3N2CCO)SC1=S	11%	?	-48%[inhibitor]	-46%[inhibitor]	10%	-13%	.
COc1cccc(OCc2cc(/C=N/Nc3ccc(C(=O)O)cc3)ccc2OC)c1	.	.	.	-8%[10 µM]	3%[9.22 µM]	2%	.
CC1CCN(c2nc3ccccc3n2CC(=O)c2ccccc2)CC1	22%	-6%	-12%	-39%[inhibitor]	-6%	6%	0%[9.22 µM]
COc1ccc(-c2cc(=Nc3ccc(C)cc3)c3ccccc3o2)cc1	20%[38.3 µM]	3%	-20%	-10%	-28%	-12%	?
CCC(C)NC(=O)C1c2cc(OC)c(OC)cc2C(=O)N(C)C1c1ccc(OC)cc1 (centres undefined)	0%	1%	11%	7%[10 µM]	-27%	5%	3%
CCOC(=O)C1(Cc2ccccc2)CCN(Cc2cnc(N3CCOCC3)s2)CC1	2%	.	.	-1%[10 µM]	14%[9.22 µM]	6%	.
CN1C(=O)/C(=C/c2coc3ccc(O)cc3c2=O)SC1=S	.	.	.	-4%[10 µM]	8%[9.22 µM]	0%	.
Cc1ccc(C(=O)c2ccccc2C(=O)OCC(=O)NCCc2ccccc2)cc1	12%	1%	-6%	-1%[10 µM]	12%	1%	?
CC(c1ccco1)N(C(=O)C12CC3CC(CC(C)(C3)C1)C2)c1ccccn1 (centres undefined)	4%[38.3 µM]	-2%	-8%	-14%	-17%	-9%	?
CCN(CC)CCN(Cc1cc2cc(C)ccc2[nH]c1=O)C(=O)Nc1ccccc1OC	21%[38.3 µM]	-1%	-7%	-14%[10 µM]	?	3%	-14%
COCC(C)n1c(SCc2ccc(OC)c(F)c2)nc2ccccc2c1=O (centres undefined)	17%	-2%	-36%[inhibitor]	-7%	-16%	19%	.
CCc1ccc(NC(=O)Nc2ccncc2)cc1	4%	-2%	3%	-23%[10 µM]	-5%[9.22 µM]	3%	.
CCOC(=O)C1C(=O)C=C(c2ccc(C)cc2)CC1c1ccc([N+](=O)[O-])cc1 (centres undefined)	.	.	.	16%[10 µM]	?	-11%	?
COc1ccc(C2C(C#N)=C(C)NC(C)=C2C#N)c(OC)c1	10%	.	.	-41%[inhibitor]	25%	2%	.
Cc1ccc(NC(=O)N(Cc2ccco2)C(C)c2ccco2)cc1C (centres undefined)	1%[38.3 µM]	1%	-20%	-10%	-9%	-6%	9%
CCCCNC(=O)O/N=C(\N)CS(=O)(=O)C(C)(C)C	.	.	.	14%[10 µM]	-1%[9.22 µM]	2%	.

From PubChem
